USP30 block – human USP30 deubiquitinase inhibition; Q70CQ3; purified USP30, Ub-rhodamine cleavage fluorescence; inhibition, % at 25 µM; 47,000 tested, 5.3% active; AID 1645860
Target sequence (Q70CQ3 whole entry, looked up): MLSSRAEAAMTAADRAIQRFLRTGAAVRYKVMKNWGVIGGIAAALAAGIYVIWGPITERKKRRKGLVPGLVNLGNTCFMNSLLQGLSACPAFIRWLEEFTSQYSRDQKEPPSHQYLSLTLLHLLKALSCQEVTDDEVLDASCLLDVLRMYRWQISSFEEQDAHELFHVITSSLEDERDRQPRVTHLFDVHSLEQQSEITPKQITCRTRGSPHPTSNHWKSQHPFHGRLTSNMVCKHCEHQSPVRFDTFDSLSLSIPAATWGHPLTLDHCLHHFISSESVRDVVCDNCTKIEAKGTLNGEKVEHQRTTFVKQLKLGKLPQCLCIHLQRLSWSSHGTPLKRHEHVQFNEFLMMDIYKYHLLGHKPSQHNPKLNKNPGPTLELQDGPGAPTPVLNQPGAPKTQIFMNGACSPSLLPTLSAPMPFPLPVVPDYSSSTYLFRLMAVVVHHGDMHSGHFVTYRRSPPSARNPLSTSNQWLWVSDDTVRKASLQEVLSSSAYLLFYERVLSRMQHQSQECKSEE
USP8 inh – human USP8 deubiquitinase inhibition | P40818 | purified USP8, Ub-rhodamine cleavage fluorescence, 30 min | inhibition, % at 20 µM | 47,000 tested, 4.2% active | AID 1645853
USP10 block – blocks human USP10 ubiquitin-rhodamine cleavage; Q14694; purified USP10, Ub-rhodamine fluorescence, 60 min; inhibition, % at 20 µM; 47,000 tested, 1.1% active
UCHL1 block – human UCHL1 deubiquitinase inhibition | purified UCHL1, Ub-rhodamine cleavage fluorescence | inhibition, % at 20 µM | 47,000 tested, 0.2% active | P09936 | AID 1645859
Target sequence (P09936 whole entry, looked up): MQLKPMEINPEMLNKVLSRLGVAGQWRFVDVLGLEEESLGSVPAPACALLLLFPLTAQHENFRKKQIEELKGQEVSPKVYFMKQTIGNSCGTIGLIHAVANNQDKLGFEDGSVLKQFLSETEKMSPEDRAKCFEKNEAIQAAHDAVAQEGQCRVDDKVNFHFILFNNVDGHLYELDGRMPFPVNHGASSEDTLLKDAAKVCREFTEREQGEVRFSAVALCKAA
USP17 block – human USP17-like deubiquitinase inhibition | inhibition, % at 50 µM | purified USP17, Ub-rhodamine cleavage fluorescence, 3 h | A8MUK1 | 47,000 tested, 6.5% active
USP7 block – blocks human USP7 ubiquitin-rhodamine cleavage. Q93009. purified USP7, Ub-rhodamine cleavage fluorescence. inhibition, % at 20 µM. 47,000 tested, 0.3% active. AID 1645854
USP28 block – human USP28 deubiquitinase inhibition; purified USP28, Ub-rhodamine cleavage fluorescence, 30 min; 47,000 tested, 3% active; Q96RU2; inhibition, % at 25 µM; AID 1645857
OTUD3 inh – blocks human OTUD3 ubiquitin-rhodamine cleavage; Q5T2D3; purified OTUD3, Ub-rhodamine fluorescence, 2 h; inhibition, % at 25 µM; 47,000 tested, 0.7% active; AID 1645858
The depositor's hits bear a star; . = not tested or not shown. Rule as the data show it: active = inhibition above about 30%; inactive = the rest.

item	Compound	USP30 block	USP8 inh	USP10 block	UCHL1 block	USP17 block	USP7 block	USP28 block	OTUD3 inh
1	Cc1ccc(NC(=O)c2cc(-c3cccnc3)n(-c3ccc(F)cc3)n2)nc1	-4	-7	-3	-1	-13	0	8	-6
2	Cc1sc(NC(=O)CN2CCCC2)nc1-c1ccc2c(c1)CCN2C(=O)c1cccc(F)c1	35*	-11	1	7	18	-39	27	5
3	COc1cccc(-c2nnc(NC(=O)CSc3ccc(F)cc3)o2)c1	-42	-265	-1	1	-3	5	0	1
4	Cn1cc(C(=O)N2CC[C@H]3NC(=O)c4ccccc4OCC/C=C/C[C@H]3C2)cn1	5	6	-1	0	7	2	11	7
5	CNC(=O)C1CCN(c2nc3ccc(-c4ccc(F)cc4)nc3s2)CC1	-110	-196	0	6	10	0	3	-10
6	CCC(C)[C@H](NC(=O)[C@@H]1Cc2c([nH]c3ccccc23)C2c3ccccc3C(=O)N21)C(=O)NC(C)C (stereo partly drawn)	-91	-4	-4	-8	-17	-28	-41	-22
7	CCOc1ccccc1NC(=O)C1(C)Cc2ccccc2C(=O)O1 (stereo not drawn)	11	5	2	2	1	0	9	14
8	COc1ccc(C(=O)Nc2ccc3c(c2)N(C(C)=O)CCC3)c(OC)c1	-4	6	-1	-1	0	0	-6	-7
9	O=C(Nc1cc(C(F)(F)F)ccc1Cl)c1ccc(S(=O)(=O)N2CCc3ccccc3C2)cc1	22	2	-2	-2	10	1	4	5
10	CC1(CN(Cc2ccccc2)C(=O)C2CCC2)CCOCC1	-5	0	2	-2	-3	-5	0	-6
11	O=c1[nH]c(C2CCN(S(=O)(=O)c3ccc(S(=O)(=O)N4CCOCC4)cc3)CC2)nc2c1nnn2Cc1ccc(F)cc1	2	89*	45*	31*	28	30*	8	8
12	CCc1noc(-c2cccnc2N2CCCN(C(=O)c3ccccc3)CC2)n1	17	1	-1	2	0	0	12	5
13	O=C(Cc1cccc(F)c1)N1CCN(C(=O)c2cc(-c3ccccn3)n[nH]2)CC1	15	-66	6	0	-25	1	-1	-2
14	CCCCc1nc2ccccc2n1Cc1nnc2n1-c1ccccc1SC2	-1	-1	0	-1	1	3	1	10
15	O=C(NC1CC1)c1n[nH]c2c1CCCCCC2	13	9	0	-1	6	-1	10	5
16	COc1cccc(CN2CCCC(Cc3cc(-c4ccccc4)no3)(C(=O)N(C)C)C2)c1 (stereo not drawn)	0	4	-8	0	-1	-5	10	0
17	COc1cccc(-c2[nH]ncc2CN2CCc3nc(N4CCN(C)CC4)[nH]c(=O)c3CC2)c1	0	-49	-1	0	-12	4	0	-4
18	COc1cc(OC)cc(C(=O)OCC(=O)Nc2cc(S(=O)(=O)N3CCCCC3)ccc2C)c1	4	18	2	4	3	3	10	13
19	CN1CCCN(C(=O)c2cc(-c3ccn(C)n3)n3ccccc23)CC1	.	-22	-2	-7	-67	-10	.	0
20	c1cc2c(cc1-c1nn[nH]n1)OCO2	-54	0	4	0	-14	-1	-4	0
21	CN1CCN(c2ncc(NC(=O)c3ccc(Cl)cc3Cl)cn2)CC1	-4	-61	0	-2	-17	-1	16	-9
22	COCCn1c(CN2CCC(C)CC2)nc2c1c(=O)n(C)c(=O)n2C	-9	-4	-2	-2	-5	-2	-9	-5
23	CC1CC(=O)Nc2cc(S(=O)(=O)N3CCC4(CC3)OCCO4)ccc2S1 (stereo not drawn)	-19	-6	-1	-3	-20	-4	-11	-12
24	O=S(=O)(N1CCCC1)N1C2CCC(C2)[C@H]1COc1ccc(F)cc1 (stereo partly drawn)	-1	2	2	0	-5	-11	-8	4
25	Cn1nc(C2CCCN(C(=O)COc3ccccc3F)C2)c2nccnc21 (stereo not drawn)	-3	-7	0	-4	1	-3	-5	-4
26	COc1ccccc1NC(=O)c1cnc2sc(C)c(C)n2c1=O	-39	-4	-2	1	19	3	-2	0
27	Cc1c(C)n(Cc2ccncc2)c2ncnc(NCc3ccccc3)c12	-32	-52	-7	-1	-22	-5	5	-7
28	Cc1[nH]ncc1C(=O)N1CC(C(=O)N2CCCCCC2)C1	-23	1	0	-8	-2	-1	-9	-7
29	CSc1nc2ncn(CC(=O)Nc3cc(C)cc(C)c3)c(=O)c2s1	-140	-16	-4	-5	16	2	-37	-42
30	Cc1cc(C)c2nc(N3C(=O)c4oc5ccccc5c(=O)c4C3c3ccco3)sc2c1 (stereo not drawn)	-2	13	-4	3	-1	-1	4	1
31	O=C(Cn1ccnc1-c1ccnc(N2CCCC2)c1)NC1CCCCC1	-19	2	-1	-3	0	-6	-3	-4
32	CC(C)N1CCN(Cc2nc(-c3ccc(N4CCCCC4)nc3)no2)CC1	6	-21	0	3	16	-17	19	10
33	CCCOC(=O)c1cc(NC(=O)c2cccnc2)ccc1N1CCOCC1	21	17	-2	1	5	3	8	6
34	Cc1cc(Cl)ccc1NC(=O)c1ccc(N2CCOCC2)c([N+](=O)[O-])c1	6	-56	1	1	-2	-1	4	3
35	O=C(CN1CCCCC1)Nc1nc(-c2ccc3c(c2)CCN3C(=O)C2CC2)cs1	14	12	-2	4	31*	0	15	11
36	Cc1cc(C)n2nc(C(=O)Nc3ccc(C)c(S(=O)(=O)N4CCCCCC4)c3)nc2n1	-4	3	0	-1	0	0	-2	4
37	CN(C)c1nc(C2CCN(C(=O)c3ccccc3)CC2)cn2nccc12	-16	-1	-1	3	-5	-2	2	-2
38	CCNc1nc(NCC)n2c(SCC(=O)OCC)nnc2n1	9	-8	3	-3	0	0	-6	-6
39	CCn1cc(-c2csc(N)n2)cn1	14	-50	1	2	-4	4	7	7
40	CCOc1ccccc1N(C)C(=O)C1CCN(S(=O)(=O)c2cccc3nonc23)CC1	-42	-6	-2	-1	-38	-10	-18	-13
41	CC(NC(=O)c1ccc(Oc2ccccc2)cc1)c1ccc(Cl)c(Cl)c1 (stereo not drawn)	13	5	10	1	0	9	1	0
42	Cn1nnnc1SCC(=O)NC(C(=O)O)(c1ccccc1)c1ccccc1	1	-14	-3	-4	-3	-1	0	1
43	N#Cc1ccc(-c2nc(-c3cn(Cc4cccc(F)c4)nn3)no2)cc1	-32	6	18	5	36*	4	0	8
44	Cc1ccc(NC(=O)N2CCN(c3cnn4c(C)nnc4c3)CC2)cc1	22	2	0	3	30	6	21	4
45	CC(=O)N1CCSc2ccc(S(=O)(=O)N(C)C(C)CCc3ccco3)cc21 (stereo not drawn)	-22	1	-3	2	28	-7	-8	-9
46	CCc1ccc(OCc2cccc(C(=O)Nc3c(C)cccc3C)c2)cc1	-21	-19	5	-6	-19	3	-7	-4
47	O=C(CCc1nc2sc3c(c2c(=O)[nH]1)CCCCC3)NC1CC1	-105	-4	-4	2	7	-1	-8	-1
48	CC(C)Cc1nc(C(N)=O)c2[nH]c(=O)n(CC3CCCO3)c2n1 (stereo not drawn)	5	1	1	2	5	4	2	7
49	CCOc1ccccc1NC(=O)C(C#N)C(=O)c1ccc(CC)s1 (stereo not drawn)	-99	-15	-3	-5	-32	2	-24	-27
50	CCN(CC)C(=O)c1nc2c(s1)CCN(C(=O)Nc1ccccc1)CC2	2	-16	0	-1	-5	-2	-1	-5
51	COc1ccc(CCNC(=O)Cn2c(=O)c3sccc3n(Cc3ccccc3F)c2=O)cc1OC	52*	2	3	6	60*	5	-6	16
52	Cc1cc(C)nc(NC(=O)c2c(C)nc3sccn23)c1	.	3	0	2	31*	0	.	5
53	Cc1ccc(CNS(=O)(=O)c2c[nH]c(-c3nnc(C)o3)c2)cc1	-18	11	0	2	0	4	5	5
54	COc1ccc(-c2ncc3c(=O)n(CC(=O)NC4CC4)c(=O)n(C)c3n2)cc1	-71	-3	-12	-3	17	-6	-8	-16
55	O=C(c1ccccc1)N1CCC2(C1)c1ccccc1S(=O)(=O)N2CC1CC1 (stereo not drawn)	-18	-14	-2	0	-7	0	-17	-10
56	COc1ccc(CN2C(=O)Cc3c(C)nc(C4CCNC4)nc32)cc1 (stereo not drawn)	7	-15	-7	-3	-19	1	-3	0
57	CNc1ncnc(SC(C)C)c1[N+](=O)[O-]	9	2	-1	-1	-34	.	-6	0
58	CCOCCCn1c(-c2ccccc2Cl)nc2nc3ccccc3nc21	-75	-27	-7	-4	-33	-5	-29	-16
59	O=C1CC(c2noc(-c3ccccn3)n2)CN1c1cccc(F)c1 (stereo not drawn)	32*	10	-1	0	16	0	16	18
60	CNc1cc(C2CCCN2C(=O)Cc2c(C)noc2C)nc(C)n1 (stereo not drawn)	26	17	0	0	6	5	7	12

More entries follow:
item	Compound	USP30 block	USP8 inh	USP10 block	UCHL1 block	USP17 block	USP7 block	USP28 block	OTUD3 inh
61	CN(C)c1cc(C2CCCN2C(=O)c2ccc3n[nH]nc3c2)ccn1 (stereo not drawn)	3	-8	3	0	-3	1	-5	-2
62	O=c1[nH]c(-c2ccccn2)nc2c1CN(Cc1ccccn1)CC2	-349	-261	-6	-36	-130	-38	-92	-62
63	O=C(c1ccc(F)cc1F)N1CCN(Cc2nc(-c3ccc(Cl)cc3)no2)CC1	-13	-6	-3	-1	-8	-1	-5	-2
64	COc1ccccc1-c1cc2n(C)c(C)c(CCC(=O)NCc3ccccc3)c(=O)n2n1	-30	-13	-6	-4	-15	-7	-12	-10
65	O=c1c2ccccc2nc(-c2ccccc2)n1C1CCS(=O)(=O)C1 (stereo not drawn)	29	1	3	0	17	2	12	9
66	CNC(=O)NC1CCCN(c2cc(N3CCCC3)ncn2)C1 (stereo not drawn)	-21	-62	0	-1	.	-1	-9	-9
67	Cc1ccc(C)c(CSc2nc(-c3ccco3)nc3c2c(=O)n(C)c(=O)n3C)c1	-11	-6	0	-1	-2	-3	-10	-8
68	Cn1ncc2c(Nc3ccc(F)cc3)nc(NC3CCCC3)nc21	-13	-3	2	6	-8	-138	-15	-21
69	N#Cc1cnc2cc(-c3cccs3)nn2c1N	29	19	2	1	8	-4	14	11
